NCI-60 one-dose screen, 48 h, at 10 µM unless noted. Numbers give growth in % (100 = growth as untreated, 0 = no growth, -100 = all killed).
LOX IMVI = LOX IMVI melanoma. hit rate 7.4% among 79,000
HS 578T = HS 578T breast cancer; hit rate 4.1% among 78,000
MDA-MB-231 = MDA-MB-231 breast cancer. AID 1794789. hit rate 5% among 81,000
MDA-MB-468 = MDA-MB-468 breast cancer | hit rate 8.5% among 78,000 | AID 2202374
MCF7 = MCF7 breast cancer | hit rate 6.3% among 82,000
T-47D = T-47D breast cancer | hit rate 5% among 79,000 | AID 1794792
BT-549 = BT-549 breast cancer. hit rate 4.4% among 78,000. AID 1794793
SK-MEL-28 = SK-MEL-28 melanoma; hit rate 4.1% among 81,000
An asterisk follows results filed as active; x = no result given; & = joins results of further samples; ! = not active in a repeat; [ ] = dose if it differs, or a comment. The calls were made as follows: active = growth percent below 10; inactive = the rest. A portion of the library, so the mix of outcomes need not match the whole.

SMILES | LOX IMVI | HS 578T | MDA-MB-231 | MDA-MB-468 | MCF7 | T-47D | BT-549 | SK-MEL-28
CN(C)Cc1c[nH]c2ccc([N+](=O)[O-])cc12 | 92&103 | 106 | 116&103 | 101&94 | 103&97 | 95&106 | 104&100 | 115&113
CC1CCC(OC(=O)CCl)CC1 (stereo not drawn) | 99 | 93 | 87 | 99 | 104 | x | x | 116
CN(C)CC(=O)c1ccc(O)c(O)c1 | 94 | 99 | 104 | 90 | 107 | 106 | x | 111
Fc1ccc2c(c1)c(-c1nc(-c3c[nH]c4ncccc34)cs1)cn2CCN1CCCCC1 | 56 | 74 | 59 | 75 | 49 | 72 | 86 | 96
O=C/C(Cl)=C(/Cl)C(=O)O | 98&96 | 106 | 105&105 | 105&101 | 85&101 | 92&98 | 93&108 | 105&100
Cc1ncn2nc(NN)nc2n1 | 80 | 102 | 104 | 103 | 95 | 114 | 108 | 104
CCn1nccc1NC(=O)C(=O)c1cn(Cc2ccc(F)cc2)c2cccc(OC)c12 | 84 | 89 | 92 | 102 | 97 | 80 | 86 | 107
COc1ccc2c(c1)NP(=S)(c1ccccc1)N2 (stereo not drawn) | 104 | 102 | 97 | 117 | 94 | 100 | 102 | 106
O=C(O)C(Cl)Cc1cnc[nH]1 (stereo not drawn) | 106 | 110 | 100 | 123 | 90 | 121 | 90 | 107
NN | 100 | 103 | 124 | 120 | 107 | 103 | 98 | 110
Nc1ccc(-c2ccc(N)c(N)c2)cc1N | 98 | 106 | 111 | 104 | 86 | 92 | 110 | 97
COc1ccc(C=C2C(=O)NC(=O)NC2=O)cc1 | 101 | 96 | 111 | 112 | 98 | 91 | 96 | 104
Nc1cccc(CC(=O)Nc2ccc(S(=O)(=O)F)cc2)c1 | 98 | 99 | 94 | 90 | 87 | 93 | 97 | 88
CSc1ncc(Br)c(N2CC2)n1 | 95 | 107 | 113 | 113 | 110 | 120 | 108 | 118
COc1c2c(cc3c1OCO3)CCN(C)C2 | 99 | 100 | 114 | 104 | 103 | 120 | x | 118
Nc1cccc(P(=O)(O)O)c1 | 94 | x | 112 | 115 | 99 | 115 | 109 | 109
CNC(=O)Oc1ccc2c(c1)OCO2 | 103 | 109 | 101 | 95 | 96 | 100 | 97 | 108
[N-]=[N+]=CC(=O)CC[C@H](N)C(=O)O | 100[20 µM] | 108[20 µM] | 103[20 µM] | 99[20 µM] | 103[20 µM] | 100[20 µM] | 100[20 µM] | 104[20 µM]
O=C(N/N=C/c1ccc(N(CCCl)CCCl)cc1)c1ccc(C(=O)N/N=C/c2ccc(N(CCCl)CCCl)cc2)cc1 | 50 | 79 | 85 | 63 | 37 | 67 | 57 | 85
CC1=C(C)CN2CC(C#N)=C(N)C2C1 (stereo not drawn) | 102 | 110 | 99 | 102 | 95 | 102 | 104 | 99
Nc1ccc(OCc2ccc(C(=O)Nc3cccc(S(=O)(=O)F)c3)cc2)c(Cl)c1 | 63 | 64 | 112 | x | 84 | 79 | 95 | 104
COc1ccc(OC)c(/C=C(/C)[N+](=O)[O-])c1 | -89* | 71 | 68 | -41* | 6.6* | 20 | x | 75
CC(C)c1ccc(O)cc1 | 99 | 112 | 101 | 113 | 99 | 113 | 104 | 114
CC1(C)CCC(=O)O1 | 100 | 120 | 115 | 108 | 102 | x | 99 | 114
C[C@]12CCC(=O)C[C@@H]1CC[C@@H]1[C@@H]2CC[C@]2(C)[C@@H](OC(=O)N(CCCl)N=O)CC[C@@H]12 | 23 | 36 | 70 | -46* | 48 | 34 | 33 | 63
C[C@]12CCC(O)CC1=CCC1C2CC[C@]2(C)C(=O)/C(=C/c3cnc[nH]3)CC12 (stereo partly drawn) | 107 | 105 | 111 | 100 | 97 | 80 | 104 | 118
CC1(C)N=C(N)N=C(N)N1c1ccc(CCC(=O)Nc2ccc(S(=O)(=O)F)cc2)c(Cl)c1 | 15 | 60 | 52 | 64 | 15 | 70 | 51 | 50
Cc1ccc(NC(=O)c2ccc(C)c(N(CCCl)CCCl)c2)c(C)c1 | 64 | 106 | 96 | 76 | 55 | x | 94 | 106
Fc1ccc(C2=NN(c3ccccc3)C(c3sc(N(CCCl)CCCl)nc3Cl)C2)cc1 (stereo not drawn) | 83 | 74 | 69 | 81 | 72 | 62 | 99 | 111
Cc1ccccc1NC(=NCCCN1CC1)Nc1ccccc1C | 75 | 97 | 64 | 55 | 69 | 74 | 104 | 111
Nc1c([N+](=O)[O-])ccc2c1Oc1ccccc1O2 | 101 | 59 | 92 | x | 90 | 82 | 114 | 104
CC(=O)O[C@H]1CC[C@H]2[C@@H]3CC[C@H]4CC=C(C)C[C@]4(C)[C@H]3CC[C@]12C | 102 | 109 | 109 | 105 | 100 | 92 | 107 | 112
Cc1ccc(P(=O)(O)O)cc1 | 104 | 98 | 99 | 88 | 99 | 99 | 122 | 112
[N-]=[N+]=NS(=O)(=O)c1cccc([N+](=O)[O-])c1 | 100 | 88 | 93 | 97 | 92 | 90 | 92 | 107
C[C@]12CC[C@H]3[C@@H](C[C@@H]4N=C(c5ccc(O)cc5)S[C@@]45C[C@H](O)CC[C@]35C)[C@@H]1CC[C@@H]2O | 25 | 4.2* | 56 | 81 | 43 | 68 | 59 | 53
C#CC1(O)CCC2(C)C(CCC3C4CCC(=O)C4(C)CCC32)C1 (stereo not drawn) | 97 | 94 | 101 | 86 | 104 | 96 | x | 105
CCCC(C)(C)c1ccc2c(c1)OC(C)(C)[C@@H]1CC=C(C)C[C@@H]21 | 96 | 100 | 108 | 98 | 94 | 97 | 98 | 112
COc1cc2c(cc1O)N=C[C@@H]1CCC(O)N1C2=O (mixture of isomers) | 95 | 88 | 88 | x | 103 | 83 | 91 | 164
COc1ccc(COC(=O)C2C(C=C(C)C)C2(C)C)cc1 (stereo not drawn) | 93 | 104 | 91 | 90 | 92 | 92 | 102 | 98
Cn1cc(C2=C(c3cn(C4CCN(Cc5ccccn5)CC4)c4ccccc34)C(=O)NC2=O)c2ccccc21 | 48 | x | 80 | 119 | 76 | 54 | 78 | 19
CN(C)CC1(N)C(=O)NC(=O)NC1=O | 104 | 98 | 99 | 95 | 91 | 89 | 111 | 95
CCN(CC)CC(O)c1ccc(I)cc1 (stereo not drawn) | 93 | 125 | 103 | 103 | 102 | 112 | 86 | 100
CCCCCCCCCCCCCCCCCC1OCC(COC(=O)O[C@@H](C(=O)O[C@H]2C[C@@]3(O)[C@@H](OC(=O)c4ccccc4)[C@@H]4[C@]5(OC(C)=O)CO[C@@H]5C[C@H](O)[C@@]4(C)C(=O)[C@H](OC(C)=O)C(=C2C)C3(C)C)[C@@H](NC(=O)c2ccccc2)c2ccccc2)O1 (stereo partly drawn) | 38 | 29 | 82 | 3.3* | 18 | 33 | 59 | 58
C/C=C1/CN2CC[C@@]34c5ccccc5N[C@@]23[C@H](O)C[C@@H]1C4(CO)C(=O)OC (stereo partly drawn) | 90 | 99 | 105 | 94 | 101 | 92 | 115 | 103
Clc1ccc2c(c1)C(c1ccccc1Cl)=NCC(SCCN1CCOCC1)=N2 | 89 | 98 | 101 | 87 | 102 | 89 | 110 | 103

Ordered by length of the SMILES (smallest number first): some entries from above.
SMILES | LOX IMVI | HS 578T | MDA-MB-231 | MDA-MB-468 | MCF7 | T-47D | BT-549 | SK-MEL-28
Cc1ccc(P(=O)(O)O)cc1 | 104 | 98 | 99 | 88 | 99 | 99 | 122 | 112
CCN(CC)CC(O)c1ccc(I)cc1 (stereo not drawn) | 93 | 125 | 103 | 103 | 102 | 112 | 86 | 100
CN(C)CC1(N)C(=O)NC(=O)NC1=O | 104 | 98 | 99 | 95 | 91 | 89 | 111 | 95
Nc1c([N+](=O)[O-])ccc2c1Oc1ccccc1O2 | 101 | 59 | 92 | x | 90 | 82 | 114 | 104
[N-]=[N+]=NS(=O)(=O)c1cccc([N+](=O)[O-])c1 | 100 | 88 | 93 | 97 | 92 | 90 | 92 | 107
C#CC1(O)CCC2(C)C(CCC3C4CCC(=O)C4(C)CCC32)C1 (stereo not drawn) | 97 | 94 | 101 | 86 | 104 | 96 | x | 105
Clc1ccc2c(c1)C(c1ccccc1Cl)=NCC(SCCN1CCOCC1)=N2 | 89 | 98 | 101 | 87 | 102 | 89 | 110 | 103
CCCC(C)(C)c1ccc2c(c1)OC(C)(C)[C@@H]1CC=C(C)C[C@@H]21 | 96 | 100 | 108 | 98 | 94 | 97 | 98 | 112
C/C=C1/CN2CC[C@@]34c5ccccc5N[C@@]23[C@H](O)C[C@@H]1C4(CO)C(=O)OC (stereo partly drawn) | 90 | 99 | 105 | 94 | 101 | 92 | 115 | 103
CC(=O)O[C@H]1CC[C@H]2[C@@H]3CC[C@H]4CC=C(C)C[C@]4(C)[C@H]3CC[C@]12C | 102 | 109 | 109 | 105 | 100 | 92 | 107 | 112
C[C@]12CC[C@H]3[C@@H](C[C@@H]4N=C(c5ccc(O)cc5)S[C@@]45C[C@H](O)CC[C@]35C)[C@@H]1CC[C@@H]2O | 25 | 4.2* | 56 | 81 | 43 | 68 | 59 | 53
CCCCCCCCCCCCCCCCCC1OCC(COC(=O)O[C@@H](C(=O)O[C@H]2C[C@@]3(O)[C@@H](OC(=O)c4ccccc4)[C@@H]4[C@]5(OC(C)=O)CO[C@@H]5C[C@H](O)[C@@]4(C)C(=O)[C@H](OC(C)=O)C(=C2C)C3(C)C)[C@@H](NC(=O)c2ccccc2)c2ccccc2)O1 (stereo partly drawn) | 38 | 29 | 82 | 3.3* | 18 | 33 | 59 | 58

(list continues)
SMILES | LOX IMVI | HS 578T | MDA-MB-231 | MDA-MB-468 | MCF7 | T-47D | BT-549 | SK-MEL-28
COc1cc(OC)c(S(=O)(=O)N(CCCl)CCCl)cc1C(C)=O | x | 98 | 102 | 98 | 96 | 95 | 117 | 110
CC12CCC3C(C(=O)CC4CC(O)CCC43C)C1CCC2=O (stereo not drawn) | 107 | 103 | 113 | 113 | 115 | 102 | 94 | 113
CCCCCCc1cc2c(O)c(C(c3ccccc3)c3c(O)c4cc(CCCCCC)c(O)cc4oc3=O)c(=O)oc2cc1O | 38 | 66 | 55 | 55 | 37 | 50 | 61 | 59
COc1ccc(/C=C(\C)[N+](=O)[O-])cc1OC | -59* | 66 | 78 | -77* | -35* | -22* | -30* | -67*
CCCCNC(c1ccccc1)C(O)c1ccccc1 (stereo not drawn) | 83 | 69 | 82 | 88 | 108 | 82 | 114 | 96
NC(=NCc1ccccc1)N[N+](=O)[O-] | 96 | 100 | 116 | 102 | x | x | 98 | x
O=C(NP(=O)(N1CC1)N1CC1)OCc1ccccc1 | 106 | 121 | 108 | 93 | 100 | 98 | x | 117
CC[CH2][Sn]([Cl])([Cl])[CH2]CC.Oc1ccccc1C=NCCN=Cc1ccccc1O | -11*! | 49&78 | 29&39 | -34* | 17&22 | -71* | 37&73 | 46&48
CC[C@H](C)[C@H](NC(=O)[C@H]1CCCCN1C)C(=O)N(C)[C@H](C[C@@H](OC(C)=O)c1cccc(C(=O)N[C@@H](Cc2ccccc2)C[C@H](C)C(=O)O)n1)C(C)C | 15 | 28 | -0.2* | 31 | 15 | 67 | -19* | 69
COC(=O)CNP(=O)(NCC(=O)OC)N(CCCl)CCCl | 96 | 110 | 116 | 121 | 97 | 116 | 102 | 113
C[C@]12CCc3sc(-c4ccc(C(=O)O)cc4)nc3C1=CC[C@@H]1[C@@H]2CC[C@]2(C)C(=O)CC[C@@H]12 | 108 | 64 | 66 | 77 | 88 | 64 | 23 | 79
CC1(C)CC[C@]23CC[C@]4(C)[C@H](CC[C@@H]5[C@@]6(C)CCC7(OOC8(CCCCC8)OO7)C(C)(C)[C@@H]6CC[C@]54C)[C@H]2[C@H]1OC3=O (stereo partly drawn) | 93 | 104 | 82 | 102 | 93 | 101 | 103 | 98
O=c1ccc(=O)[nH][nH]1 | 105 | 146 | 109 | 104 | 100 | 103 | 115 | 106
O=C(Cc1c[nH]c2ccccc12)NNCc1ccc(N(CCCl)CCCl)cc1 | 61 | 98 | 94 | 34 | 54 | 83 | 72 | 104
COC(=O)C12CCc3c(ccc4cc(OC)ccc34)C1=CC(=O)C2 (stereo not drawn) | 93 | 107 | 94 | 95 | 123 | x | 101 | 121
